Screens: PubChem BioAssay, several laboratories
Autophagy mod: autophagy modulation, high-content screen. MEF GFP-LC3 puncta imaging; test concentration mostly 10 µM. calls only at 10 µM (by protocol). 0.98% of 190,000 active;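 active means percentage of spot-positive cells more than 3 SD above its plate mean, without a fluorescence outlier flag or 80% toxicity; inconclusive means no clear call, values can overlap the other calls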;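 further: spot-positive cell cutoff set from DMSO-treated cells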
ER stress rescue: protection against thapsigargin-triggered cell killing – 384-well, CSM14.1, ATP luminescence, primary screen (AID 1222); cellular ATP content (survival), % at 20 µM, or EC50 in µM where a hit was titrated; CSM14.1 thapsigargin-induced death rescue, ATP luminescence; higher % means a stronger effect; 190,000 tested, under 10 active;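 active means EC50 below 50 µM in the dose-response confirmation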;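 further: death triggered by thapsigargin at about 15 µM added after 2 h compound pretreatment; cell ATP read after overnight thapsigargin exposure of roughly 18 to 22 hours; normalized against plate controls of thapsigargin alone and 5% DMSO vehicle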
M1AAP inhibition: malaria alanyl aminopeptidase activity blockers – biochemical, fluorogenic H-Leu-NHMec substrate, 1536-well (AID 1445) | 0.42% of 220,000 active | recombinant M1AAP, H-Leu-NHMec fluorogenic kinetic assay; higher % means a stronger effect | one-dose inhibition, % at 30 µM; IC50 in µM for titrated hits;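 active means primary inhibition above the hit cutoff, then over 50% inhibition at one or more dose response concentrations, cut at about 23% in these data, passing the limit was not always enough; inconclusive means conflicting primary data, or primary hits not chosen for dose response; inactive means low primary inhibition, or under 50% at every dose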;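 further: plate controls were DMSO full reaction for no effect and no enzyme background for full effect; strong numbers were not always called active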
MT stabilizer: microtubule stabilization, imaging screen. % tubulin-high responders, % at 10 µM. 0.83% of 200,000 active. AID 2205. HeLa tubulin immunostaining HCS, 24 h; share of cells brighter than vehicle mean+2SD;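 active means plate Z-score above 3 for both tubulin-high and condensed-nucleus cell shares, with cell loss under 80%, at 10 µM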;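 further: anti alpha tubulin signal scored within the nucleus-defined area of each cell; some results filed as inactive read as strong as hits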
Insulin prom up: MIN6 insulin promoter up-regulation; MIN6 insulin promoter-GFP reporter, high-content imaging; active compounds read high; z-score at 5 µM; 0.3% of 190,000 active;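 active means z-score above 3 at 5 µM with at least 500 cells counted in the well; inconclusive means wells under 500 cells, flagged as cytotoxic or low count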
UTI89 phage lysis: protection from phage-mediated lysis, alamar blue read-out – E. coli UTI89, K1F phage, bacterial capsule biogenesis inhibitors (AID 488966) | E. coli UTI89 K1F phage lysis, alamar blue, 2 h; higher % means a stronger effect | inhibition, % at 100 µM; hits with a dose series show IC50 in µM | 0.02% of 340,000 active;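 active means phage lysis inhibition, versus mean bacterial control, above a set limit; inconclusive means no clear call, values can overlap the other calls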;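 further: capsule biogenesis inhibitors block K1F phage lysis so surviving cells raise fluorescence; higher fluorescence means more inhibition of phage lysis; actives were called in the ten point dose series up to 300 µM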
b-catenin transl: alters nuclear translocation of beta-catenin in HeLa cells; nuclear translocation activity, % at 5 µM; immunofluorescence imaging; AID 1665; 0.3% of 190,000 active;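 active means nuclear translocation activity above 50% at 5 µM, with a well cell count of 50 or more; inconclusive means wells under 50 cells across six images, flagged as toxic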;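 further: per-cell ratio of nuclear to cytoplasmic median beta-catenin stain intensity; plate controls were DMSO negative control for no effect and GSK-3 inhibitor IX positive control for full effect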
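Test system: human HeLa cell line; Doses: 5 µM primary, 0.02–20 µM confirmation; Incubation: 24 h compound exposure, 37°C; Detection: beta-catenin immunofluorescence imaging with DAPI; Read-out: beta-catenin nuclear/cytoplasmic ratio, % activation.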
Dynein cargo inh: dynein cargo transport inhibition; 0.47% of 220,000 active; 3617.4 mouse cells, GR-EGFP nuclear translocation imaging; test concentration mostly 20 µM; stimulated with dexamethasone, 1 µM; active compounds read low; z-score, hits read low;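 active means plate z-score of nuclear minus cytoplasmic receptor signal below a set negative limit, without overly bright fluorescence or cell loss, cut at about -3.5 in these data, passing the limit was not always enough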;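 further: z-score of nuclear minus cytoplasmic ring GR-EGFP intensity difference per well; some compounds called inactive have numbers as strong as hits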
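medium = tetracycline-free induction medium containing charcoal-stripped FBS | also added = 1.0 µM final dexamethasone stimulus | schedule = 48 h induction, 1 h compound, 30 min dex at 37 °C | technique = fixed, Hoechst-stained cells imaged at 10x for EGFP | measure = GR-EGFP nuclear translocation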
P. falciparum M17LAP: P. falciparum M17LAP inhibitors, primary screen, biochemical, fluorogenic H-Leu-NHMec substrate, 1536-well (AID 1619); recombinant M17LAP, H-Leu-NHMec fluorogenic kinetic assay; higher % means a stronger effect; one-dose inhibition, % at 30 µM; IC50 in µM for titrated hits; 0.38% of 220,000 active;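 active means compound inhibiting the enzyme by more than half at any dose during confirmatory dose-response retesting; inconclusive means strong single-dose inhibitors picked by rank but not retested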;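 further: plate controls were full reaction with DMSO carrier for no effect and no enzyme background for full effect; strong numbers were not always called active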
Dynein cargo inh cytoplasmic EGFP: also measured in Dynein cargo inh; calls as there; z-score; measured here: cytoplasmic GR-EGFP intensity; active compounds read high
Dynein cargo inh nuclear GR-EGFP: also measured in Dynein cargo inh; calls as there; z-score; measured here: nuclear GR-EGFP intensity;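 lower value marks the stronger effect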
Dynein cargo inh cell count: recorded beside Dynein cargo inh, whose call it bears; z-score; measured here: cell count per field
Insulin prom up cell count: second read-out of Insulin prom up, no call of its own (marks repeat the call); cell count; measured here: cytotoxicity, nuclei count;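 total cells summed across four imaged fields per well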
b-catenin transl cell count 5 µM: further read-out of b-catenin transl, marked with its call; cell count; measured here: cell count, cytotoxicity flag
MT stabilizer Hoechst-high %: second read-out of MT stabilizer, no call of its own (marks repeat the call); % Hoechst-high responders; measured here: nuclear condensation Hoechst responders;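 share of cells brighter than vehicle mean plus two SD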
MT stabilizer cytotoxicity %: recorded beside MT stabilizer, whose call it bears; toxicity, %; measured here: cytotoxicity by cell density;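 0% = mean cell density of plate MIN control wells and 100% = no cells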
Autophagy mod cell loss 18 h: second read-out of Autophagy mod, no call of its own (marks repeat the call); toxicity, %; measured here: cell loss, nuclei count;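 cell loss after 18 h compound exposure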
* marks the source's active call; other numbers are inactive results; i = inactive; ? = inconclusive; · = not tested or not shown; + = active, no number; [ ] = remark or other dose.

SMILES	Autophagy mod	Autophagy mod cell loss 18 h	ER stress rescue	M1AAP inhibition	MT stabilizer	MT stabilizer Hoechst-high %	MT stabilizer cytotoxicity %	Insulin prom up	Insulin prom up cell count	UTI89 phage lysis	b-catenin transl	b-catenin transl cell count 5 µM	Dynein cargo inh	Dynein cargo inh cytoplasmic EGFP	Dynein cargo inh nuclear GR-EGFP	Dynein cargo inh cell count	P. falciparum M17LAP
CCCCCCCOC(=O)c1nc(Cl)c(Cl)c(N)c1Cl	i	13	21%	0%	2.1	2.5	14	-0.05	1346	-1.6%[50 µM]	-1.1	990	-0.88	-0.27	-0.26	1.1	-1%
COc1ccc(OC)c(S(=O)(=O)NCCO)c1	i	-1	·	11%	2.5	3.0	2.7	-0.2	1245	0.6%	·	·	0.8	-0.26	0.3	0.12	11%
COc1ccccc1OCCNC(=O)c1cccs1	i	-6	0.6%	-2%	2.8	1.5	4.9	-0.4	1290	0.7%	-0.6	1163	-0.35	-0.26	0.0076	0.42	-1%
Cc1cc(/C=C(\C#N)C(=O)NCc2ccco2)c(C)n1C1CCCC1	i	-5	-3.0%	5%	1.9	1.5	4.2	0.19	934	-0.2%	-3.7	1205	0.81	0.13	0.89	-1.1	4%
O=CNn1cnc2c(oc3nc(-c4ccccc4)cc(-c4ccco4)c32)c1=O	i	-8	-0.7%	11%	2.6	2.1	1.1	0.27	1477	0.7%	1.6	886	0.77	-0.18	-0.1	-0.51	4%
CCn1nc(C)c(CNC(=O)CC2C(=O)NCCN2CC(C)(C)C)c1C (stereo unspecified)	i	12	-0.2%	-1%	1.5	2.4	4.3	·	·	0.1%	1.3	1006	-0.81	-0.17	-0.47	-0.63	8%
Cc1ccc(NC(=S)N/N=C/c2c(C)nn(-c3ccccc3)c2N2CCCC2)cc1	i	18	-1.1%	13%	3.7	4.3	6.8	-0.03	1358	3.7%	-1.3	1117	-0.46	-0.24	-0.15	0.22	-1%
CC1=CC2CC1C1C(=O)N(c3ccc(S(=O)(=O)Nc4nc(C)cc(C)n4)cc3)C(=O)C21 (stereo unspecified)	i	-9	-0.5%	1%	0.9	1.8	7.1	0.36	1235	1.7%[50 µM]	-1.1	920	-0.81	-0.21	-0.17	1.1	6%
CCOC(=O)N1CCN(CC(=O)Nc2sc(CC)cc2C(=O)c2ccc(OC)cc2)CC1	·	·	·	5%	·	·	·	-0.39	1084	0.1%	-0.2	1259	-0.27	-0.28	-0.11	0.012	-4%
O=c1oc2ccccc2cc1N1CCOCC1	i	-15	-4.5%	2%	4.8	2.7	7.0	0.09	1450	0.0%	-0.1	891	0.16	-0.24	0.21	0.098	8%
COc1ccccc1OCCNC1CCCC1	i	-9	-1.8%	18%	1.5	1.7	5.8	2	815	2.5%	·	·	-0.19	-0.26	0.12	0.17	-3%
COc1cccc(-n2c(-c3ccco3)nc3nc4ccccc4nc32)c1	i	16	-1.9%	6%	0.9	3.8	7.0	-0.12	1333	-0.2%	-0.6	565	1.3	0.048	2.3	-1.6	10%
COc1ccc(-c2nnc(-c3cccs3)o2)cc1OC	i	2	·	15%	5.1	1.5	74	-0.02	1105	1.7%	0.2	927	-1.6	-0.23	-0.73	1.2	21%
Cc1ccc(NC(=O)CCCc2ccccc2)nc1	i	-3	-1.3%	6%	3.7	3.1	8.4	0.76	1657	0.9%	-6.0	1141	-0.74	-0.34	-0.078	0.91	-1%
Cc1ccnc(NC(=O)CSc2cc(=O)n(C)c3ccccc23)c1	+	23*	2.1%	1%	3.1	2.5	1.3	-0.55	1462	0.1%	4.0	789	-0.35	-0.41	-0.16	0.13	-6%
Cc1ccsc1CN(C)C(=O)CCc1nnc(COc2ccccc2)o1	i	8	0.4%	4%	0.9	1.5	7.2	·	·	-0.2%	-0.5	1574	-0.92	-0.0086	-0.19	0.82	28%
Cc1noc(C)c1CSc1nc2sc(C)c(C)c2c(=O)n1C1CCCC1	i	10	-1.1%	9%	5.6	4.0	11	-2.1	1230	0.6%	-3.3	1270	2.2	0.77	1.8	-2.1	-10%
COc1ccc(CCNC(=O)c2ccc(C)s2)cc1OC	i	-3	4.2%	5%	4.3	2.6	5.3	-0.03	1426	-0.1%	0.5	1593	2.2	-0.22	1.2	-1.7	1%
Cc1ccc(Cn2ccc(NC(=O)C3C4CCC(C4)C3C(=O)O)n2)cc1 (stereo unspecified)	i	-15	0.2%	5%	2.0	2.0	8.4	1.3	885	0.8%	·	·	0.86	-0.26	0.61	-0.0033	10µM*
CC(C)N(C(=O)CSc1nnc(NC(=O)c2ccco2)s1)C(C)C	i	21	-1.0%	2%	1.9	0.7	8.9	-0.39	1242	0.2%	-0.3	1073	1.9	-0.099	1.3	-1.6	32%
CC[C@H](C)[C@@H](NC(=O)O[C@@H]1C(=O)c2cc(Br)ccc2O[C@H]1c1ccc2c(c1)OCO2)C(=O)OC	i	13	24%	6%	4.4	3.5	15	1.1	1087	·	0.0	507	0.0048	-0.11	0.32	0.48	1%
Nc1ccc([N+](=O)[O-])cc1C(=O)NNC(=O)c1ccco1	·	·	·	9%	·	·	·	-0.29	1006	0.3%	0.2	1328	1.3	-0.24	1	-0.36	12%
CCN=C1SC(C(=O)Nc2cccc(C(=O)O)c2)CC(=O)N1CC (stereo unspecified)	i	-39	-0.1%	-2%	3.8	2.3	1.4	·	·	0.3%	-5.2	1004	0.65	-0.32	-0.06	-0.47	-2%
O=C(CSc1ccc(F)cc1)Nc1ccc(C2SCCS2)cc1	·	·	·	6%	·	·	·	-1.7	1417	·	0.6	1277	0.46	-0.22	-0.0094	-0.35	6%
O=C(CSc1nc2c(c(=O)n1-c1ccc(Cl)cc1)SCC2)Nc1nccs1	i	7	-2.2%	?	5.2	3.8	9.3	1	1196	0.1%	·	·	-0.43	-0.29	0.43	0.7	6%
CCCn1c(SCC(=O)c2ccc(OC)c(OC)c2)nc2c1c(=O)n(C)c(=O)n2C	i	6	-1.7%	-1%	3.8	3.7	5.2	-0.89	843	0.5%	-0.7	1040	-1.1	-0.12	-0.77	1.2	-3%
CN(C)C(=O)CSc1nnc(-c2ccncc2)n1Cc1ccco1	i	14	-0.8%	0%	3.0	0.9	8.2	0.53	1054	0.3%	2.3	983	-0.17	-0.093	-0.3	0.43	6%
Cc1[nH]c2ccccc2c1CN1CCN(c2ccccn2)CC1	·	·	·	-1%	·	·	·	-0.64	860	-0.1%	2.3	1371	0.82	-0.18	0.73	-0.59	10%
CC(C)N(C(=O)CSc1nnc(Cn2nnc3ccccc32)n1C)C(C)C	i	-7	1.8%	11%	2.6	1.3	4.6	0.46	817	0.3%	0.4	1117	-0.21	-0.24	-0.2	0.19	13%
CC(C)Nc1nc(-c2ccccn2)nc(-c2ccccc2)c1C#N	i	2	·	6%	2.9	4.0	6.5	-0.23	1271	2.7%	-3.5	1126	-1.1	-0.21	-0.62	0.94	1%
CCOc1ccc(NC(=O)CSC(N)=O)cc1	i	4	-0.5%	0%	5.6	1.6	6.5	1.4	1227	-0.5%	-0.8	1239	0.066	0.1	0.6	-2.1	13%
O=C(NCC1CCCO1)c1ccc2c3n(nc2c1)-c1ccccc1CO3 (stereo unspecified)	·	·	·	9%	·	·	·	-0.63	733	-0.4%	1.0	1116	1.3	-0.59	0.78	-1.5	9%
COCCNC(=O)C(OC(=O)c1cc2oc(C)cc2n1C)C(C)C (stereo unspecified)	i	1	-0.6%	-1%	4.4	1.5	4.2	-0.56	1610	-0.1%	-0.2	1251	0.51	-0.24	-0.36	-1.2	-2%
CC1(C)Cc2c(C#N)c(N3CCN(C(=O)c4ccccc4)CC3)nc(Cc3ccccc3)c2CO1	i	-5	0.6%	-2%	1.4	1.2	5.9	0.06	903	0.4%	-5.7	1147	0.37	-0.27	0.27	0.28	6%
CSCC[C@H](NC(=O)OC(C)(C)C)c1nnc(SCC(N)=O)o1	i	14	-1.3%	0%	9.6	1.5	0.6	0.45	1457	0.3%	-6.6	904	-1.1	-0.45	-0.46	0.46	-8%
Cc1cc(N(CCO)CCO)ccc1N=Nc1cc(F)ccc1F	i	-1	-3.2%	3%	5.1	3.8	6.7	-0.91	1432	-0.2%	1.3	1095	-1.2	-0.32	-0.31	0.28	4%
CC(=O)NNC(=O)c1sc(=S)n2c1[nH]c(=O)c1sccc12	i	5	-0.6%	12µM*	4.0	2.1	5.7	·	·	0.1%	-6.9	1059	-0.23	-0.16	-0.077	-0.19	23%
c1ccc2c(c1)[nH]c1c(N3CCN(C4CCCCC4)CC3)ncnc12	i	13	·	3%	5.2	1.0	8.9	·	·	-0.1%	·	·	0.014	-0.52	-0.053	0.076	-11%

Outcome played no part in choosing rows. About 2.9% of those tested had a hit in this group.
